High-throughput results deposited in PubChem BioAssay by National Center for Advancing Translational Sciences (NCATS).
Sm TGR inh – S. mansoni TGR enzyme inhibition. Q962Y6. purified TGR, DTNB reduction, TNB absorbance 405 nm. Potency, µM (doses to about 114 µM), without a hit: at the top dose activity change, negative = inhibition, actives largely listed as inhibitors. actives 3% (n = 360,000). AID 485364; active = well fitted inhibition curve with a large enough effect; inconclusive = small, poorly fitted or top-dose-only effect; inactive = no such curve, though single readings can be large or run the other way; note: nearly all actives have a fitted effect of over 60% in size
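TGR 20 nM + NADPH 100 uM (dispensed conc.), cpd preinc 15 min RT; start with NADPH (500 uM addition) then DTNB (15 mM addition). Kinetic TNB absorbance, 405 nm filter. Four-parameter Hill fit across titration.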
The depositor's hits bear a star; u = inconclusive. % is set by controls: 0 for no effect and ±100 for the full control effect; potency is the fitted concentration of half-maximal effect.

SMILES	Sm TGR inh
Cn1c(=O)oc2cc(S(=O)(=O)N3CCCC(C(=O)Nc4ccc(Br)cc4F)C3)ccc21 (stereo unspecified)	-6%
CCCSc1ncc(Cl)c(C(=O)N(Cc2ccc(Cl)cc2)Cc2ccco2)n1	-19%
Cc1ccc(-c2nnc(Nc3ccc(O)cc3)c3ccccc23)cc1S(=O)(=O)NC(C)(C)CO	-20%
CCCCn1c(-c2ccc(C)cc2)c(C)n2c3c(=O)n(C)c(=O)n(C)c3nc12	1%
CN(C)C(=O)c1ccc(S(=O)(=O)NCc2ccc(Cl)cc2)s1	-6%
O=c1c2c3c(sc2n(Cc2cc(=O)n4ccccc4n2)c(=O)n1-c1ccc(Cl)cc1)CCC3	4%
CCOc1ccc2ncc3c(-c4ccc(C)cc4)nn(-c4cccc(F)c4)c3c2c1	0%
Cc1ccccc1-c1nc(CS(=O)(=O)CC(=O)NCC(C)c2ccccc2)c(C)o1 (stereo unspecified)	-14%
O=C(CSc1nc2nccnc2c(=O)n1CCc1c[nH]c2ccccc12)Nc1ccc(F)cc1	-1%
COc1ccc(OC)c(NC(=O)c2cnc(N3CCCC3)nc2C)c1	23%
CCOc1ccc(-c2cn(-c3ccc(C)cc3)c(SCC(=O)Nc3ccc(C)cc3)n2)cc1	2%
O=C1CC(c2c(F)cccc2Cl)c2c(c3ccccc3oc2=O)O1 (stereo unspecified)	3%
Cn1cnc(S(=O)(=O)N2CCCC(C(=O)NCc3ccc(F)cc3)C2)c1 (stereo unspecified)	7%
Cc1cccc2c1-c1sc(C(=O)NCCCN3CCN(c4cccc(Cl)c4)CC3)cc1CO2	0%
COc1ccc(NC(=O)CSc2nc3ccccc3n2CC(=O)NCc2ccc(F)cc2)cc1	-2%
Cc1cccc(C)c1OCC(=O)NCC1(N(C)C)CCCCC1	-3%
CS(=O)(=O)N(CC(=O)NCCSc1ccccc1)c1cc(C(F)(F)F)ccc1Cl	1%
COc1ccccc1CNc1ccc(-c2nc(-c3ccco3)no2)cc1[N+](=O)[O-]	-2%
COc1ccc(C)cc1NC(=O)c1cc2c(=O)n3cccc(C)c3nc2s1	1%
CCc1ccc(NC(=O)CC2C(=O)N(c3cccc(C)c3)C(=O)N2Cc2cccc(OC)c2)cc1 (stereo unspecified)	0%
CCOC(=O)c1ccc(NC(=O)C(Cc2ccccc2)NS(=O)(=O)c2ccc(Br)s2)cc1 (stereo unspecified)	6%
Cc1ccc2oc(-c3cc(NC(=O)c4ccc5c(c4)OCCO5)cc(C)c3O)nc2c1	3%
COc1cc(C)ccc1OCCSc1nc(-c2cccc(C)c2)nc2cc(=O)[nH]n12	7%
Cc1ccc(-c2csc(=Nc3ccccc3)n2CCCO)cc1	2%
O=C1N(Cc2ccccc2)c2ccc(Cl)cc2C1(O)c1c[nH]c2ccccc12 (stereo unspecified)	2%

(more compounds)
SMILES	Sm TGR inh
COc1ccc(CCNC(=O)CCCCn2c(=O)c3ccccc3n(Cc3ccccc3Cl)c2=O)cc1OC	4%
Cc1ccc(-n2c(=O)c3c(c4cc(C)ccc4n3C)n(CC(=O)Nc3cc(C)cc(C)c3)c2=O)cc1	-1%
Cc1ccc(C)c(S(=O)(=O)c2nnn3c2nc(NC(C)C)c2sccc23)c1	0%
CN(C(=O)c1c2c(nc3ccccc13)C(=O)N(C1CCCCC1)C2)c1ccc(F)cc1	20%
COc1ccccc1C1C(C(N)=O)=C(C)Nc2nc(SCc3ccccc3F)nn21 (stereo unspecified)	-3%
O=C1CC(c2c(F)cccc2Cl)c2c(ccc3ccccc23)N1 (stereo unspecified)	2%
CCOC(=O)c1c(-c2ccc(OC)cc2)oc2ccc(OCc3ccc(C(=O)OC)cc3)cc12	2%
Cc1cc2nc(-c3ccc(OCc4ccccc4C)cc3)cc(C(F)(F)F)n2n1	2%
CCc1ccc(-c2ccc(C(=O)Oc3ccc(Br)cc3)cc2)nc1	6%
COc1ccccc1CNC(=O)c1ccc(CS(=O)c2ccccc2Cl)o1 (stereo unspecified)	-25%
O=C(Cn1cnc2onc(-c3ccc(F)cc3)c2c1=O)N1CCN(c2ccccc2F)CC1	8%
Cc1ccc(S(=O)(=O)C(CNC(=O)c2ccc(C(F)(F)F)cc2)c2ccco2)cc1 (stereo unspecified)	u
O=C(CSc1nc(=O)n(Cc2ccncc2)c2c1CCC2)Nc1ccc(F)cc1F	3%
COc1cccc(CNC(=O)c2ccc(CN3CC(=O)N4CCCCC4C3=O)cc2)c1 (stereo unspecified)	-1%
Cc1ccccc1NC(=O)CSc1nc2c(oc3ccccc32)c(=O)n1Cc1ccco1	-1%
O=c1c2sc3ccccc3c2n(Cc2ccccc2F)c(=O)n1-c1ccccc1Cl	0%
O=C(Cn1c(=O)n(-c2ccccc2)c(=O)c2c3c(sc21)CCCC3)Nc1ccccc1	2%
CCN(CC)c1cc(C)c2cc(NC(=O)/C=C/c3ccccc3Cl)ccc2n1	11%
COc1ccc(NC(=O)C2=CC(c3ccc4c(c3)OCO4)=NS(=O)(=O)N2C)cc1OC	-1%
CCC(Oc1ccccc1F)C(=O)Nc1c(C(=O)c2ccccc2)oc2ccccc12 (stereo unspecified)	13%
COc1ccc(-c2[nH]c3c(c2-c2c(-n4cccc4)n(C)c(=O)[nH]c2=O)c(=O)[nH]c(=O)n3C)cc1F	0%
CCCOc1ccc(NC(=O)CC2C(=O)N(c3ccc(Cl)cc3)C(=O)N2CCc2ccncc2)cc1 (stereo unspecified)	5%
CC(C)Oc1ccc(CNC(=O)c2ccc(NC(=O)N3CCSc4ncccc43)cc2)cc1	-6%
O=C(NCc1cccn1Cc1ccccc1)Nc1cccc(C(F)(F)F)c1	-2%
CCn1c2c(c(=O)n3ncc(C(=O)N4CCN(c5ccc(C(C)=O)cc5)CC4)c13)CN(Cc1ccc(OC)cc1)CC2	-4%

Filtered by structure: those above with a thiophene ring, fused or not
SMILES	Sm TGR inh
CN(C)C(=O)c1ccc(S(=O)(=O)NCc2ccc(Cl)cc2)s1	-6%
O=c1c2c3c(sc2n(Cc2cc(=O)n4ccccc4n2)c(=O)n1-c1ccc(Cl)cc1)CCC3	4%
Cc1cccc2c1-c1sc(C(=O)NCCCN3CCN(c4cccc(Cl)c4)CC3)cc1CO2	0%
COc1ccc(C)cc1NC(=O)c1cc2c(=O)n3cccc(C)c3nc2s1	1%
CCOC(=O)c1ccc(NC(=O)C(Cc2ccccc2)NS(=O)(=O)c2ccc(Br)s2)cc1 (stereo unspecified)	6%
Cc1ccc(C)c(S(=O)(=O)c2nnn3c2nc(NC(C)C)c2sccc23)c1	0%
O=c1c2sc3ccccc3c2n(Cc2ccccc2F)c(=O)n1-c1ccccc1Cl	0%
O=C(Cn1c(=O)n(-c2ccccc2)c(=O)c2c3c(sc21)CCCC3)Nc1ccccc1	2%

Carrying on.
SMILES	Sm TGR inh
O=C(COc1ccccc1Cl)Nc1nc(-c2ccc(F)cc2)ns1	-2%
COc1ccc(OC)c(CNC(=O)C2CCN(c3ncnc4c3nc3n4CCCCC3)CC2)c1	5%
Cc1ccc(CSC2=NC(C)(C)Nc3ccccc32)c(C)c1	-9%
Cc1c(C(=O)N2CCOCC2)oc2c1-c1nn(CC(=O)NCc3cccc(Cl)c3)cc1CC2	-4%
CCOC(=O)C1=C(CS(=O)(=O)c2ccc(F)cc2)NC(=O)NC1c1ccc(OCC)c(OC)c1 (stereo unspecified)	-1%
COc1ccc(N2CCN(C(CNC(=O)c3ccc(OC)c(OC)c3)c3cccnc3)CC2)cc1 (stereo unspecified)	-2%
COc1ccc(NC(=O)NCCc2c(C)nn(C)c2C)c(OC)c1	1%
COc1cc(NS(=O)(=O)c2cc(Br)cc3c2N(C(C)=O)C(C)C3)cc(OC)c1 (stereo unspecified)	4%
Cc1ccc(C(=O)c2cn(Cc3ccccc3)c3c(F)cc(F)cc3c2=O)cc1	-6%
Cc1cccc(N2CCN(C(=O)CN3C(=O)COc4ccc(S(=O)(=O)N5CCCC5)cc43)CC2C)c1 (stereo unspecified)	-20%
Cc1noc(Cn2c(=O)c3ccccc3n(CC(=O)Nc3ccc(C(C)C)cc3)c2=O)n1	-5%
CCC1CN(C(=O)N2CCC(C(=O)NCCc3ccc(Cl)cc3)CC2)c2ccccc2O1 (stereo unspecified)	-5%
CCOC(=O)c1cccc(NC(=O)C2CCN(S(=O)(=O)c3cn(C)cn3)CC2)c1	3%
COc1ccc(Cl)cc1Nc1ncnc2c1nc1n2CCCC1	1%
O=C(Nc1nnc2n1CCS2)c1ccc(F)cc1F	6%
Cc1ccccc1OCCCCn1c(-c2ccc(Cl)cc2)nc2ccccc2c1=O	4%
O=C(COc1ccccc1)NCc1ccc2c(c1)CCN2C(=O)c1ccc(Cl)cc1	-3%
Cc1ccc(Cl)cc1N(C)C(=O)c1cc2ccc3cccnc3c2[nH]1	8%
Cc1ccc(CNc2ccc(-c3nc(C(C)C)no3)cc2[N+](=O)[O-])cc1	-6%
Cc1cccc(N2CCN(C(=O)Cn3nc(C)c4sc5ccccc5c4c3=O)CC2)c1C	1%
O=S(=O)(c1cccc(C(F)(F)F)c1)N1CCC(Oc2ccc(-n3cnnn3)cc2)CC1	6%
Cc1ccc(NC(=O)Cn2c(=O)n(-c3ccc(C)cc3)c(=O)c3c2cnn3C)cc1	-2%
COc1ccc(N(C)S(=O)(=O)c2ccc3c(c2)n(C)c(=O)c(=O)n3C)cc1	4%
CC1CCC(NC(=O)c2ccc3c(c2)N(Cc2cccc(Cl)c2)C(=O)c2ccccc2S3=O)CC1 (stereo unspecified)	7%
COc1ccccc1NC(=O)Cn1c(=O)n(Cc2ccccc2)c(=O)c2sc3ccccc3c21	-1%

Following part
SMILES	Sm TGR inh
CCc1ccc2oc(-c3cc(NC(=O)c4cccs4)ccc3Cl)nc2c1	11%
Cc1ccc2nc(-c3ccc(NC(=O)C(F)(F)F)cc3)sc2c1	-6%
CCOc1ccc(CNC(=O)c2ccccc2NC(=O)c2nsc3ccccc23)cc1	1%
CCOc1ccccc1Nc1nc(-c2ccc(C)cc2)c(CC(=O)O)s1	40µM*
COc1ccc(C)cc1NC(=O)CN1C(=O)COc2ccc(S(=O)(=O)NC3CCCC3)cc21	1%
CC(C)CC(=O)N(Cc1ccccc1)S(=O)(=O)c1ccc2c(c1)oc(=O)n2C	-2%
CCCn1c(=O)sc2cc(NC(=O)c3ccccc3OCC)ccc21	0%
Cc1cc(C)c(NC(=O)C(=O)NCC(c2cccnc2)N2CCN(c3ccccc3F)CC2)c(C)c1 (stereo unspecified)	-2%
CCCSc1ncc(Cl)c(C(=O)N2CCN(c3cccc(Cl)c3)CC2)n1	-1%
CCOc1ccc(NC(=O)c2ccc3nc(C(C)C)oc3c2)cc1	8%
COc1ccc(-c2cc(C(C)=O)c(C)n2CCC(=O)Nc2ccc(C)c(Cl)c2)cc1	6%
COCc1nn2cc(-c3ccc(C)cc3)nc2s1	6%
Cc1cccc(NC(=O)C(=O)NCC(c2cccnc2)N2CCN(Cc3ccccc3)CC2)c1 (stereo unspecified)	6%
Cc1ccc(C)c(S(=O)(=O)c2cn(Cc3ccccc3)c3cc(N4CCCC4)c(F)cc3c2=O)c1	u
Cc1ccccc1C(=O)Nc1ccc(OCc2cc(=O)n3cccc(C)c3n2)cc1	8%
COc1ccc(C(CNC(=O)c2oc3ccccc3c2C)N2CCCCC2)cc1 (stereo unspecified)	-1%
COc1ccc(OC)c(NC(=O)c2nc(S(=O)(=O)Cc3ccc(F)cc3)ncc2Cl)c1	3.2µM*
CCOCCCn1c(SCC(=O)Nc2ccccc2CC)nc2ccccc2c1=O	-4%
COc1ccccc1NC(=O)c1c(NC(=O)COc2ccccc2)sc2c1CCCCC2	1%
Cc1nn(CC(=O)NCc2cccc(F)c2)c(=O)c2c(C)n(-c3ccc(Cl)cc3)nc12	0%
CCN(C(=O)CSc1nc2ccccc2nc1Cc1ccc(F)cc1)c1cccc(C)c1	7%
CCOc1ccc(NC(=O)CC2C(=O)OCCN2CC)cc1 (stereo unspecified)	11µM*
COC(=O)c1c(SCC(=O)Nc2ccccc2OC)[nH]c2ccccc2c1=O	4%
CC1CCN(S(=O)(=O)c2ccc3c(ccc(=O)n3CC(=O)Nc3cccc(F)c3)c2)CC1	-1%
Cc1ccc(-n2c3c(c(=O)[nH]c2=O)C(NC(=O)c2ccccc2C)(C(F)(F)F)C(=O)N3)cc1 (stereo unspecified)	0%

(list continues)
SMILES	Sm TGR inh
CC(C)(C)c1ccc(S(=O)(=O)N2CCC(c3ccncc3)CC2)cc1	-7%
Cc1cc(NS(=O)(=O)c2ccc(NC(=O)COc3ccccc3Br)cc2)no1	1%
CC(=O)N1c2c(cc(Br)cc2S(=O)(=O)N2CCN(c3cccc(Cl)c3)CC2)CC1C (stereo unspecified)	5%
Cc1coc2c(C)c3oc(=O)c(CCC(=O)NCCc4ccccc4F)c(C)c3cc12	6%
Cc1cc(C)cc(NC(=O)c2cc(CN3CCCC3)on2)c1	-1%
COc1ccc(CNC(=O)c2nc(Cn3nc(C)c(Br)c3C)no2)cc1OC	6%
COc1ccc(-c2nc3ccccc3o2)cc1NC(=O)c1cccnc1	1%
Cc1cc(N2CCC(C)CC2)nc2ccc(NC(=O)Cc3c(F)cccc3Cl)cc12	-12%
CCCOc1ccc(-c2nc(N3CCCCC3)c3ccccc3n2)cc1	2%
Clc1cccc(-n2ncc3c(N4CCC(Cc5ccccc5)CC4)ncnc32)c1	5%
Cc1nc(SCc2ccccc2Cl)c(C#N)c(C)c1C	7%
Cc1oc(-c2ccc(C(=O)NC(C)c3ccccc3)cc2)nc1CS(=O)(=O)c1ccccc1 (stereo unspecified)	u

Among those listed so far, 4 have two or more sulfur atoms.
SMILES	Sm TGR inh
CN(C)C(=O)c1ccc(S(=O)(=O)NCc2ccc(Cl)cc2)s1	-6%
CS(=O)(=O)N(CC(=O)NCCSc1ccccc1)c1cc(C(F)(F)F)ccc1Cl	1%
CCOC(=O)c1ccc(NC(=O)C(Cc2ccccc2)NS(=O)(=O)c2ccc(Br)s2)cc1 (stereo unspecified)	6%
Cc1ccc(C)c(S(=O)(=O)c2nnn3c2nc(NC(C)C)c2sccc23)c1	0%

This is a subset (hit frequency here may not be typical).
